# Smad3 FoxH1 inh = Smad3/FoxH1 peptide binding inhibitors, primary screen, biochemical, TR-FRET; Mothers against decapentaplegic homolog 3 (Homo sapiens), P84022; TR-FRET Smad3/Dy647-FoxH1 peptide binding, europium anti-His; inhibition, % at 25 µM; 88,000 compounds, 0.29% hits;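 active = compounds that reduce the energy-transfer binding signal between the protein and its labelled peptide by more than half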;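 note: 0% = Smad3 plus labelled peptide maximal FRET and 100% = peptide-only background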
# Pyk2 oligo antag = antagonists of Pyk2 self-association, primary screen, Q293 cells, FERM NanoBiT luminescence, HTS | AID 1347419, 2020 | z-score (the deposit names both 25 µM and 10 µM) | 99,000 compounds, 0.83% hits | active compounds read low | Protein-tyrosine kinase 2-beta (Homo sapiens), Q14289;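 active = Z-score of -3 or lower, scaled per plate to the spread of control and sample wells; inactive = z-score above -3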;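 note: negative z-score means lost luminescence so less FERM oligomerization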
# Target sequence (Q14289 whole entry, looked up): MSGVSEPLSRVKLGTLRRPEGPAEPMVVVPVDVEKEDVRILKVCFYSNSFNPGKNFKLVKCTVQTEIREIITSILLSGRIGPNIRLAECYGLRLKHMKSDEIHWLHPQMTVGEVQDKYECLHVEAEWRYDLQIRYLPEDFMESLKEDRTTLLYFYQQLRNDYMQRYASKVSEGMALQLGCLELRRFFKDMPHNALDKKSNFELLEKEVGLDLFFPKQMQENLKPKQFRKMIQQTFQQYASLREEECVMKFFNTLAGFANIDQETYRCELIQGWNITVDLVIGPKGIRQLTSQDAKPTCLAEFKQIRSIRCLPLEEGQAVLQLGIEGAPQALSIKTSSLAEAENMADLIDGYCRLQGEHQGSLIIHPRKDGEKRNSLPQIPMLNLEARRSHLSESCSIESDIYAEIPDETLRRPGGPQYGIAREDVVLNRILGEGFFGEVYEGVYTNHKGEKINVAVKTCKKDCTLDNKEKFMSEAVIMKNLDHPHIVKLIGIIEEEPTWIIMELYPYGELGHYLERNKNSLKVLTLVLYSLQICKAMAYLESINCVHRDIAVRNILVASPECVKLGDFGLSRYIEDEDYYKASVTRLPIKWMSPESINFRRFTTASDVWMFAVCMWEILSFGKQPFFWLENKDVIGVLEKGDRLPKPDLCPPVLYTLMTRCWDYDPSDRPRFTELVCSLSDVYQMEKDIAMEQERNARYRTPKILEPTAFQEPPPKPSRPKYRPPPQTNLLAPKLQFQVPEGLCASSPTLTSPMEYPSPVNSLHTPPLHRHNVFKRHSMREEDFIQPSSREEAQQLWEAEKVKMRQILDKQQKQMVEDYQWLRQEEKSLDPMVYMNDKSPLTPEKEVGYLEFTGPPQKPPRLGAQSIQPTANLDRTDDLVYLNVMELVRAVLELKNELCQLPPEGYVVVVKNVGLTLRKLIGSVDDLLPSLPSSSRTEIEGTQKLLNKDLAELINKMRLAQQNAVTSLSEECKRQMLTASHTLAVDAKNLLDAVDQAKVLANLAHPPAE
# Fibroblast inh = antiproliferative effect on LL 47 fibroblasts – human, LL 47 cells, CellTiter-Glo luminescence, primary screen; LL 47 human lung fibroblast viability, ATP luminescence; active compounds read low; 85,000 compounds, 1.1% hits; viability, % at 10 µM; AID 719, 2007;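 active = viability at or below 50% in the single dose screen; inactive = viability above 50%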;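 note: compound exposure lasted 72 h before the ATP readout; 100% = median luminescence of untreated cell-only wells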
#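 Signal: luminescent ATP detection, CellTiter-Glo; assay system: LL 47 human lung fibroblasts; input: 1,150 cells/well; incubation: overnight cell rest, 72 h compound treatment at 37 °C; measure: % viability versus median cells-only luminescence; medium: IMEM growth medium with 15% fetal bovine serum; dosing: compound addition at 0.1% DMSO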
# F-actin modifier = modifiers of F-actin cytoskeleton organization, primary screen, imaging, HUVEC, phalloidin staining, high-content imaging. HUVEC TNFa F-actin phalloidin imaging. inhibition, % at 2 µM. 91,000 compounds, 0.18% hits. AID 836, 2007;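 active = inhibition above the batch mean plus 3 SD and confirmed as a hit by visual image inspection, cut at about 30% in these data, passing the limit was not always enough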; note: strong numbers were not always called active
# IL1B cytotox = cytotoxicity in IL-1B stimulated HUVEC, primary screen, cytotoxicity control for IL-1B NFkB translocation project, imaging, Hoechst nuclear count, IL-1B stimulus. AID 845, 2007. HUVEC cell count loss. cell count reduction, % at 2 µM. 94,000 compounds, 0.41% hits;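 active = cell count reduction more than 3 SD above the screen-wide mean, cut at about 70% in these data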;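 note: normalized per plate to untreated control cells as the no-loss baseline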
# TNFa cytotox = cytotoxicity in TNFa-stimulated HUVEC, primary screen, cytotoxicity control for VCAM1 expression modulator project, imaging, Hoechst nuclei count; HUVEC TNFalpha-stimulated, Hoechst cell count; cell count reduction, % at 2 µM; 93,000 compounds, 0.17% hits; AID 848, 2007;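 active = cell count reduction exceeding the screen mean by over 5 SD, scaled to untreated wells per plate, cut at about 78% in these data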;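 note: cells counted after 24 h of TNF alpha exposure following the 1 h pretreatment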
# H69AR inhibit = proliferation blockers of H69AR lung cancer cells, primary screen, cell-based, human, 86K library; 85,000 compounds, 6% hits; H69AR lung tumor viability, ATP luminescence, 72 h; active compounds read low; viability, % at 10 µM;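 active = viability at or below 40%; inactive = viability above 40%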;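 note: multidrug resistant small cell line overexpressing MRP-1 efflux transporter; 100% = mean luminescence of untreated control wells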
# VCAM1 TNFa inh = inhibitors of TNFa-induced VCAM1 expression, primary screen, imaging, HUVEC, TNFa stimulus, immunofluorescence. inhibition, % at 2 µM. HUVEC TNFa-induced VCAM-1 immunofluorescence, high-content imaging. 95,000 compounds, 0.48% hits;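 active = inhibition above the batch mean plus 3 SD, with images confirmed as a hit by eye, cut at about 37% in these data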;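 note: 0% = TNF-stimulated DMSO wells and 100% = unstimulated control wells; not every result past the cut was called active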
# HUVEC prolif 384 = inhibitors of HUVEC proliferation, primary screen, cell-based, 384-well. CellTiter-Glo luminescence, 72 h; active compounds read low. viability, % at 10 µM (by protocol). 86,000 compounds, 1.1% hits. AID 648, 2007;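 active = viability at or below 30%; inactive = viability above 30%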;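 note: 100% = median luminescence of DMSO-only cell control wells on each plate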
# Starred values were filed as active, the others as inactive; nt = not tested or not shown; [ ] = another dose, or the depositor's remark. A portion of the library, so the mix of outcomes need not match the whole.
SMILES,Smad3 FoxH1 inh,Pyk2 oligo antag,Fibroblast inh,F-actin modifier,IL1B cytotox,TNFa cytotox,H69AR inhibit,VCAM1 TNFa inh,HUVEC prolif 384
COc1ccc(C)cc1NC(=O)c1nnn(CCc2ccccc2)c1N,-1.7,nt,86.3,15.4,-10.8,-43.0,70.4,3.4,58.9
Cc1ccc(C(=O)Nc2nc(=O)n(C(=O)C3CC3)s2)cc1,nt,-0.02,nt,6.6,-11.7,-2.8,nt,2.6,nt
Cc1cccc(-n2nnnc2SCC(=O)NCCN2C(=O)CSC2=O)c1,2.6,-0.53,100.9,-18.3,-0.5,29.2,71.2,-4.3,90.8
CSc1nc(Sc2ccccc2Cl)c2ccccc2n1,nt,0.17,nt,14.8,-0.4,3.9,nt,3.1,nt
O=C(CN1C(=O)CCS(=O)(=O)c2ccccc21)Nc1ccc2c(c1)OCCO2,4.4,-0.21,102.5,3.6,-13.6,-11.2,104.1,11.5,95.7
O=C(c1ccc(Cl)cc1)N1CCN(c2ccc(F)cc2)CC1,13.6,0.07,94.3,7.3,-29.0,-0.8,89.7,-2.4,87.0
NS(=O)(=O)c1ccc(CCNc2ncnc3sccc23)cc1,6.1,0,102.4,-7.9,1.1,-4.2,94.7,-4.3,86.2
CC1CCCC(C)N1c1nnc(NC(=O)Cn2c(=O)oc3ccccc32)s1 (stereo not drawn),14.4,nt,97.4,nt,nt,nt,92.9,nt,100.8
CCc1nc(OCCN(CC)CC)c2oc3ccccc3c2n1,6.5,-0.53,97.8,25.0,-2.1,-23.5,92.2,-3.2,105.1
O=C(CNC(=O)c1cccs1)OCC(=O)c1cccs1,1.5,-0.08,87.9,-4.2,13.8,-8.2,101.8,14.6,86.3
Cc1ccc(C(=O)COC(=O)c2cc(Cl)nc3ccccc23)cc1C,nt,-0.44,nt,-40.1,5.8,-29.4,nt,15.1,nt
O=C1Cn2c(nc3ccccc32)N1c1cccc(C(F)(F)F)c1,11.8,-0.33,100.2,-6.9,-8.0,3.4,83.9,10.3,85.5
O=C(CN1C(=O)NC2(CCCCCCC2)C1=O)NCc1ccc2c(c1)OCO2,nt,0.18,nt,-4.5,-1.0,23.7,nt,-51.2,nt
CCCc1cc(=O)[nH]c(SCC(=O)N(Cc2ccccc2)C(C)C)n1,-1.4,-0.26,99.4,-4.6,-13.8,-22.5,76.3,16.9,91.5
CCCCCCc1c(O)nc(SCC(=O)O)[nH]c1=O,-6.7,nt,96.1,-8.4,-8.4,-20.0,103.7,9.4,95.8
Cc1ccc(N=N/C(=C\O)C(=O)c2ccncc2)cc1,4.3,-1.42,91.5,nt,2.7,20.3,98.3,3.6,77.7
CCNc1nc(OC)nc(SCC(N)=O)n1,-5.6,2.22,102.7,-1.2,-9.3,4.8,91.7,-9.0,95.3
CCCc1cc2c(=O)c(-c3ccccn3)c(C)oc2cc1O,12.0,-0.17,101.3,nt,nt,nt,87.3,nt,111.1
CCOC(=O)c1cnc2scnn2c1=O,-5.0,-0.26,92.0,36.0,-25.8,-25.2,91.5,-5.1,103.0
CCOC(=O)N1CCN(C(=O)CNCc2cccs2)CC1,nt,-0.33,nt,-51.4,-23.5,-1.6,nt,0.3,nt
Cn1c(=O)c2nc(-c3ccccc3)oc2c2ccccc21,11.0,-2.44,92.2,nt,-98.0,-6.7,48.3,18.3,68.8
O=c1cc(N2CCN(c3ccc(F)cc3)CC2)[nH]c(=O)n1C1CCCCC1,-1.5,-0.81,84.2,nt,nt,nt,35.0*,nt,60.2
CCOC(=O)Cc1cc(=O)n(-c2nc3ccccc3s2)[nH]1,0.0,-0.76,92.4,nt,nt,nt,69.8,nt,64.7
c1ccc(CN2c3ccccc3-c3nc4ccccc4n3C2c2ccccn2)cc1 (stereo not drawn),22.2[fluorescence artefact?],-2.1,80.0,29.2,-14.2,-7.3,31.9*,7.3,73.6
COC(=O)c1cc(Br)c(=O)n(CCc2ccc(O)cc2)c1,-8.1,0.1,87.8,-15.0,-9.3,1.5,86.3,17.9,82.8
C=CCn1c(-c2ccco2)n[nH]c1=S,5.4,-0.63,106.4,-1.2,-3.3,-34.3,96.3,-36.0,115.9
O=C(Nn1cnnc1)c1ccccc1CCc1ccccc1,4.9,1.23,102.4,7.0,-3.9,0.4,104.1,25.8,95.5
COc1ccccc1C(=O)C1Nc2ccccc2-c2nnc(SC)nc2O1 (stereo not drawn),nt,-1.11,nt,2.2,11.4,21.5,nt,19.0,nt
O=C(NCc1ccccc1Br)c1ccco1,-1.6,-0.26,101.5,-5.5,-98.3,-4.5,97.3,7.6,86.7
O=C(NCCCN1CCOCC1)C1CCC(=O)N1CCc1ccccc1 (stereo not drawn),2.6,nt,109.9,16.7,4.6,-37.6,99.5,1.7,96.8

# The listing continues.
SMILES,Smad3 FoxH1 inh,Pyk2 oligo antag,Fibroblast inh,F-actin modifier,IL1B cytotox,TNFa cytotox,H69AR inhibit,VCAM1 TNFa inh,HUVEC prolif 384
COc1ccc(S(=O)(=O)N2CCN(C3CCCCCCC3)CC2)cc1,11.2[fluorescence artefact?],-2.38,98.4,nt,nt,nt,88.0,nt,110.8
CN1CCN(CC#CC2(O)CCCCC2)CC1,-1.6,1.2,93.8,-49.2,31.7,21.4,105.5,2.0,99.7
CCC(=O)Nc1nonc1-c1nc2ccccc2n1Cc1ccc(Cl)c(Cl)c1,7.0,nt,85.0,nt,nt,nt,16.0*,nt,38.5
CCCCCn1c(=O)[nH]c2cc(C(=O)NCCCN3CCC(C)CC3)ccc2c1=O,11.2,-0.09,84.5,-8.2,-31.4,1.9,93.3,7.7,76.5
O=C(Nc1ccc(CN2CCOCC2)cc1)c1cccs1,10.2,0.38,102.2,-2.2,-19.8,nt,94.5,-7.0,92.6
Cc1nc2ccc(NC(=O)c3cc(S(=O)(=O)N4CCOCC4)ccc3C)cc2s1,-2.2,-0.2,95.6,15.2,7.3,-28.5,94.7,2.8,101.5
COC(=O)c1ccccc1NC(=O)Cc1ccccc1OC,-7.8,-0.43,101.9,-4.1,-29.0,12.0,94.2,-3.6,91.1
CCOC(=O)N1CCN(c2c(NCCCN(C)c3ccccc3)c(=O)c2=O)CC1,-0.4,nt,95.4,-13.7,9.1,-11.9,72.8,9.0,95.1
CC(Sc1nc(-c2ccccc2)cc(C(F)(F)F)n1)C(=O)N1CCCC1 (stereo not drawn),0.0,nt,92.4,-22.7,-15.9,5.7,52.6,-2.8,97.8
N=c1n(CCOc2ccccc2)c2ccccc2n1CCN1CCOCC1,-5.0,0.96,96.5,0.6,16.8,3.5,84.6,20.3,91.4
CN1CCN(C2=Cc3ccccc3Sc3cc(F)c(F)cc32)CC1,-0.9,-1.02,88.7,-2.1,-20.7,-7.4,7.1*,8.7,6.7*
CCOc1ccc(NS(=O)(=O)c2cc(Cl)ccc2OC)cc1,-2.2,-0.31,96.4,3.0,-32.7,-3.9,70.8,11.4,81.0
CC(=O)C1C(c2ccc3ncccc3c2)NC(=O)NC1(O)C(F)(F)F (stereo not drawn),9.5,-0.01,111.9,9.3,-13.2,-7.9,85.9,-6.8,105.5
Cc1ccc(C(=O)N2CCN(C3c4cccc5cccc(c45)C3NS(=O)(=O)c3ccccc3)CC2)cc1 (stereo not drawn),21.9[fluorescence artefact?],-0.99,99.3,-3.3,-10.4,1.0,73.7,-1.7,79.9
CCCc1cc(=O)oc2cc(OCc3nn[nH]n3)ccc12,2.2,-0.23,96.8,27.1,4.6,-22.2,101.9,12.9,99.4
O=C1C=C(c2ccccc2)OC2(CCCC2)O1,15.4,-0.06,112.2,nt,-5.7,-9.7,101.6,0.9,94.3
Cc1cc(C)c2c(C)nn(-c3ccccc3)c2n1,5.1,-0.25,104.4,-8.1,-32.1,-14.6,97.6,6.3,100.8
Cc1cc([N+](=O)[O-])nn1CC(=O)NCc1cccs1,nt,1.35,nt,9.7,-20.5,-27.0,nt,5.7,nt
CCOC(=O)C1=C(C)NC2(O)c3ccccc3C(=O)C12O (stereo not drawn),30.4,0.27,118.4,0.3,-2.0,39.6,113.0,14.5,101.5
CC(c1nnnn1C1CCCCC1)N(Cc1ccccc1)Cc1cccnc1 (stereo not drawn),nt,-0.75,nt,-21.1,9.8,-11.7,nt,-6.3,nt
O=c1[nH]c2cccnc2n1Cc1ccccc1,-13.6,-0.16,100.6,35.4*,-17.9,-9.6,102.2,-8.2,105.5
COc1ccc(-c2cc(C(F)(F)F)n3nc(C(=O)N4CCOCC4)c(Cl)c3n2)cc1,20.4,0.63,87.6,13.4,20.6,-27.5,76.6,3.1,94.2
O=C(Nc1nc2c(s1)CCCC2=O)c1cnccn1,-6.4[fluorescence artefact?],0.31,100.5,12.6,-31.2,7.7,90.2,12.3,101.5
Brc1ccc(C2=CC(c3ccco3)n3ncnc3N2)cc1 (stereo not drawn),15.0,-1.51,89.6,2.7,2.5,-5.4,94.8,3.2,84.1
CCOc1ccc(CCNC(=O)CCc2nc(-c3ccc(C)cc3)no2)cc1OCC,-3.8,3.23,91.4,-28.6,3.6,-9.3,82.2,18.4,73.2
COc1ccc(S(=O)(=O)CCC(=O)NC2CCCCC2)cc1,13.3,0.06,99.3,nt,nt,nt,86.0,nt,84.7
O=C(Cn1cnc2c(nnn2Cc2ccccc2F)c1=O)OCc1ccccc1,6.2,1.74,98.3,-23.3,-7.3,4.2,93.1,16.2,93.3
Cc1ccc(N(CC(=O)N2CCn3c2nc2ccccc23)S(=O)(=O)c2c(C)n[nH]c2C)cc1,-1.3,-2.3,108.2,17.4,-14.3,-23.4,94.8,14.2,98.3
O=C(c1cccc(Br)c1)c1cn(-c2ccccc2)nc1C(=O)c1ccccc1,nt,-2.56,nt,-3.1,4.1,-18.7,nt,6.6,nt
CCC(=O)c1ccc(CCCCCC(=O)O)s1,-1.7,0.92,104.2,-0.3,-16.3,-37.1,93.0,-13.8,88.8

# Remaining list, next part:
SMILES,Smad3 FoxH1 inh,Pyk2 oligo antag,Fibroblast inh,F-actin modifier,IL1B cytotox,TNFa cytotox,H69AR inhibit,VCAM1 TNFa inh,HUVEC prolif 384
CO/N=C(/CS(=O)Cc1ccccc1Cl)c1ccc(Cl)cc1Cl (stereo not drawn),nt,-1.16,nt,-2.9,10.5,-8.1,nt,1.3,nt
O=C(NCCOc1ccccc1)c1ccccc1,-15.7,1.8,103.2,11.3,-4.4,-27.2,91.4,2.6,102.2
CCCCC1OC23CCCCC2C(C#N)(C(=N)O3)C1(C#N)C#N (stereo not drawn),4.3,0.43,59.3,-5.6,-16.6,-15.2,51.8,11.6,81.4
O=C(c1cccs1)N1CCN(C(=O)C2CCCO2)CC1 (stereo not drawn),nt,0.82,nt,4.9,20.0,-10.2,nt,4.4,nt
CC(Oc1ccc(Cl)cc1Cl)C(=O)Nc1ccc(N2CCN(C)CC2)cc1 (stereo not drawn),-1.3,0.93,93.7,12.7,6.9,-6.7,69.9,23.5,66.0
CSc1nc(-c2ccco2)nn1C(=O)CCc1ccccc1,-6.5,0,101.3,7.3,-5.6,2.9,94.3,25.2,92.4
